L3MBTL1 inh: qHTS Assay for the Inhibitors of L3MBTL1; Lethal(3)malignant brain tumor-like protein 1 (Homo sapiens), Q9Y468; AlphaScreen L3MBTL1–H3K9me1 peptide binding; Potency, µM (series often up to 57.1 µM), for inactives: top-dose activity, negative = inhibition, actives largely listed as inhibitors; 230,000 compounds, 0.66% hits; active means well fitted inhibition curve with a large enough effect; further: nearly all actives have a fitted effect of over 60% in size
Target sequence (Q9Y468 whole entry, looked up): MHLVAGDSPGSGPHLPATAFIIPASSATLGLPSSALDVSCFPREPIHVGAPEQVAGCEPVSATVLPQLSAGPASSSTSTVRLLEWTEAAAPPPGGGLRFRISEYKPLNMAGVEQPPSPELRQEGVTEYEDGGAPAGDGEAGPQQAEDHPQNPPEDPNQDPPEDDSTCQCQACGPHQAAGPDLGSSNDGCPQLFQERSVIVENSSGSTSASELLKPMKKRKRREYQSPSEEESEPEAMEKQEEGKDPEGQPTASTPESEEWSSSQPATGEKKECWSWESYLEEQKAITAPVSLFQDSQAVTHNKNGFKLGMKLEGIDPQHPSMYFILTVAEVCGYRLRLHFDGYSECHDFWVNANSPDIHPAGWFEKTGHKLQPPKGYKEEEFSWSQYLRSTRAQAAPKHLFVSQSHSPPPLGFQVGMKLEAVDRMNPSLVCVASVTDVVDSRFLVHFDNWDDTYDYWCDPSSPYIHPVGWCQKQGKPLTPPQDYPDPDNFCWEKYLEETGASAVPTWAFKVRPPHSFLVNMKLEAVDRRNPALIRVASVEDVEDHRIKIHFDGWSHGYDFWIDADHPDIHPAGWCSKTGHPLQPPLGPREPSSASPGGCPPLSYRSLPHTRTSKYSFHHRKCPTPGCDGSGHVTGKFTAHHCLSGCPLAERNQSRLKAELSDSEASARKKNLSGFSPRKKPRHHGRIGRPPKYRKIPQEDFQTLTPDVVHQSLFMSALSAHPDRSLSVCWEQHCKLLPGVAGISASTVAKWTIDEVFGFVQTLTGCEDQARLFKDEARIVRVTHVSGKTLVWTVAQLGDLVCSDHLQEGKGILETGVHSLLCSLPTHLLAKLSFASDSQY
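AlphaScreen assay: L3MBTL1 (50 nM final) was preincubated 30 min at room temperature with biotinylated H3(1-15)K9me1 peptide (75 nM final), then 30 min with library compounds; streptavidin donor and nickel chelate acceptor beads (10 ug/mL final) added, 30 min dark.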
* = called active by the depositor; [ ] = another dose, or the depositor's remark. On the % scale 0 is the no-effect control and ±100 the full control effect; potency means the concentration at half of the fitted maximal effect. A portion of the library. The share of hits here may be higher or lower than overall.

entry	compound	L3MBTL1 inh
1	CC(SC1=Nc2ccccc2C2CC=NN12)C(=O)NC1(C#N)CCCCC1 (centres undefined)	-13.0%
2	COc1cc(=O)oc(CCC(C)O)c1C (centres undefined)	-5.9%
3	COc1ccccc1-c1sc2ccccc2c1-c1ccc(Br)nc1	35.2%[activator]
4	CCOc1ccc(CCNC(=O)c2cccc(S(=O)(=O)N3CCCC3)c2)cc1OCC	-8.0%
5	O=C(CN1C(=O)NC2(CCOc3ccccc32)C1=O)c1ccc(F)cc1 (centres undefined)	-1.1%
6	CC1CN(C(=O)CCC(=O)NCc2ccc(Cl)cc2)c2ccccc2O1 (centres undefined)	0.2%
7	N#CC1(NC(=O)COC(=O)CSc2ccc(F)cc2)CCCCC1	-2.6%
8	CCCCn1c(N)c(N(CCOC)C(=O)c2cc(-c3ccc(C)cc3)nc3ccccc23)c(=O)[nH]c1=O	-17.3%
9	O=C(c1ccc(=O)[nH]n1)N1CCN(S(=O)(=O)c2ccc(C(F)(F)F)cc2)CC1	5.5%
10	CN(c1ccccc1)S(=O)(=O)c1ccc(C(=O)N2CCCC2)cc1	8.2%

The list continues.
entry	compound	L3MBTL1 inh
11	COc1cc2c(cc1OC)CN(C(=O)CN1C(=O)NC3(CCCCC3C)C1=O)CC2 (centres undefined)	1.8%
12	O=C(Cc1coc2cc(O)ccc12)NNC(=O)c1cccs1	36.9%[activator]
13	COc1ccc(S[C@@H](CCN2CC[C@H](O)CCC2=O)c2ccccc2)cc1	-0.2%
14	COc1ccc2[nH]c3c(c2c1)CCN1C(=O)C(CC(=O)NCCN2CCOCC2)C[C@H](C(=O)N2CCCCC2)[C@@]31CCc1ccccc1 (some centres undefined)	2.9%
15	Cc1ccc2[nH]c(C(=O)N3CCN(c4cccc(Cl)c4)CC3)cc2c1	-8.7%[2.29 µM]
16	COc1cc(Cl)c(C)cc1NC(=O)COc1ccc(C)nc1[N+](=O)[O-]	-4.6%
17	CC(NC(=O)COC(=O)c1c[nH]c2ccccc12)c1ccccc1 (centres undefined)	3.0%
18	COc1ccc(-n2ccnc(SCC(=O)NC3CCCC3)c2=O)cc1OC	3.7%
19	Cc1ccc(CNC(=O)Cc2ccc(NC3=NC4CS(=O)(=O)CC4S3)cc2)cc1 (centres undefined)	-4.8%
20	COc1ccc(NC(=O)Nc2ccc3c(c2)C(=O)N([C@H](C)CO)C[C@H](C)[C@@H](CN(C)S(=O)(=O)c2cccs2)O3)cc1	-4.5%

Carrying on.
entry	compound	L3MBTL1 inh
21	COc1cc(C)nc(N2CCC(C(=O)NCC3CCCO3)CC2)n1 (centres undefined)	-1.4%
22	CC(C)NC(=O)[C@]1(C)CCC[C@@]2(C)C3CC[C@@]4(C)C[C@]3(CCC21)CC4=O (some centres undefined)	0.8%
23	CS(=O)(=O)c1ccccc1-c1nnc(NC(=O)c2cccc(N3C(=O)CCC3=O)c2)o1	-7.4%
24	Cc1cc(C)n(-c2ccc(C(=O)N3CCN(c4ccccn4)CC3)cc2)n1	-4.1%
25	Cc1noc(C)c1CSCC(=O)Nc1nc(-c2ccc(F)c(F)c2)cs1	25.8%
26	O=C(COC(=O)c1ccccc1OCc1ccc(Cl)cc1)NCC1CCCO1 (centres undefined)	5.1%
27	CCC(C)N(C(=O)COC(=O)CSc1ccc(C)c(C)c1)C1CCS(=O)(=O)C1 (centres undefined)	2.8%
28	Cc1ccc(S(=O)(=O)Nc2cccc(C(=O)NCCCn3ccnc3)c2)cc1F	-3.1%
29	CCN(CC)C(=O)[C@H]1CC(CC(=O)NCCC2=CCCCC2)C(=O)N2CCc3c([nH]c4ccc(OC)cc34)[C@]12C (some centres undefined)	-1.2%
30	Cc1cc(OCCCC(=O)NCCc2nnc3ccccn23)ccc1Cl	28.9%

New compounds follow
entry	compound	L3MBTL1 inh
31	CN(C(=O)c1cccc(NC(=O)C2CCN(C(=O)OC(C)(C)C)CC2)c1)C1CCC1	-1.3%
32	CCN(CC(=O)NC1CCS(=O)(=O)C1)C(C)C(=O)Nc1ccc(F)cc1 (centres undefined)	1.1%
33	C=CCSc1nc2c(c(=O)[nH]c(=O)n2C)n1Cc1ccccc1	-1.4%
34	Cc1ccc[n+](C(C)C(=O)Nc2ccc(C)c(C)c2)c1 (centres undefined)	5.2%
35	CCOc1ccc(NC(=O)CSc2nc3ccccc3nc2N2CCCC2)cc1	-0.3%
36	COc1ccc(OCC(=O)Nc2ccc3c(c2)n(C)c(=O)n3C)cc1	-8.6%[2.29 µM]
37	CCCCc1nnc(NC(=O)CCN2C(=O)C3CC=CCC3C2=O)s1 (centres undefined)	-0.9%
38	COc1ccccc1N(C)S(=O)(=O)c1ccc(C(=O)Nc2ccc(C)cc2C)cc1	1.3%
39	c1ccc(-c2nc(SCc3nc4ccccc4[nH]3)c3oc4ccccc4c3n2)cc1	-0.9%
40	COc1ccc(C(=O)NCC(c2ccco2)N2CCc3ccccc32)c(OC)c1 (centres undefined)	-8.3%

(continued)
entry	compound	L3MBTL1 inh
41	COc1ccc(-c2csc(NC(=O)CN3C(=O)NC4(CCCC4)C3=O)n2)cc1	4.7%
42	Cc1cc(C)c(C#N)c(N2CCN(c3ccccc3F)CC2)n1	20.8%
43	CCn1c(SCC(=O)Nc2ccccc2)nc2ccccc2c1=O	-2.0%
44	CC(C)CCCN1C(N(C)C)=NC[C@@H]1C	-5.0%
45	Cc1ccc(OCCCC(=O)Nc2ccc(S(=O)(=O)N3CCOCC3)cc2)cc1	13.1%
46	CC(C)C[C@@H](CO)N1CCNCCC1=O	-0.5%
47	Cc1cccc(NC(=O)C2C3C=CC(O3)C2C(=O)O)c1 (centres undefined)	0.5%
48	COC(=O)CN(C)C(=O)c1cccc(OC2CCN(S(=O)(=O)N(C)C)CC2)c1	2.4%
49	O=c1c2ccccc2[nH]c(=S)n1Cc1ccccc1	1.5%[2.29 µM]
50	CN(C)CCCNC(=O)c1ccc(-c2cc(O)c3ncccc3c2)cc1	20µM*

Going on with the list.
entry	compound	L3MBTL1 inh
51	Cn1c(C=O)c(-c2ccc3cc[nH]c3c2)c2ccccc21	11.0%
52	COc1ccc(Cl)cc1NC(=O)CN(C)C(=O)Cn1c(=O)oc2ccccc21	-5.0%
53	COc1cc(N)c(Cl)cc1C(=O)OCC(=O)NCC1CCCO1 (centres undefined)	3.9%
54	CN1C(C(=O)NCC2CC2)CC2Cn3c(nc4ccccc43)C21 (centres undefined)	9.2%
55	CC(C)=CCC/C(C)=C/CNC(=O)C[C@H]1C[C@H](C(=O)N(C(C)C)C(C)C)[C@@]2(C)c3[nH]c4cc(CCC(=O)N(C)C)ccc4c3CCN2C1=O	-1.6%
56	Cc1ccc(N(CCC#N)C(=O)COC(=O)c2nc3nc(C)cc(C)n3n2)cc1	3.7%
57	COc1ccc(NC(=O)C2CCCN2S(=O)(=O)c2cccs2)c([N+](=O)[O-])c1 (centres undefined)	-12.5%
58	O=C(OCC(=O)N1CCCCCC1)c1cccc(Cl)c1	1.4%
59	CCN(C[C@H]1N[C@@](CC)(C(=O)OC)[C@H]2C(=O)N(Cc3ccccc3)C(=O)[C@@H]12)C(C)=O	1.8%
60	Oc1ccccc1CN1CCCC(N2CCN(c3cccc(C(F)(F)F)c3)CC2)C1 (centres undefined)	-12.9%

Following part:
entry	compound	L3MBTL1 inh
61	O=C(COC(=O)Cn1[nH]c(=O)c2ccccc2c1=O)Nc1c(Cl)cccc1C(F)(F)F	0.9%
62	Nc1ccc(OCCc2ccccc2)cc1	-29.2%
63	S=C(Nc1ccc(Cl)c(Cl)c1)N1CCN(c2ccccn2)CC1	-23.5%
64	Cc1ccc(S(=O)(=O)N2[C@@H](c3ccc(C#N)cc3)C(C(=O)O)=C[C@H]2CC2CCCC2)cc1	5.1%
65	Cc1ccc(C(CNS(=O)(=O)c2ccc(Cl)cc2)N2CCN(C)CC2)cc1 (centres undefined)	-3.6%
66	CC1CCCC(C)N1C(=O)COC(=O)Cc1c[nH]c2ccccc12 (centres undefined)	-4.1%
67	N#Cc1ccc(OCC(=O)N2CCN(S(=O)(=O)c3cccc(Cl)c3)CC2)cc1	7.0%
68	COc1ccc(Cl)cc1NC(=O)CSc1nc(=O)n(CCN(C)C)c2c1CCCC2	4.1%
69	COc1ccc(CCNC(=O)COC(=O)c2cc3ccccc3oc2=O)cc1OC	6.2%
70	COc1cccc(CN(C)C(=O)c2ccc3c(=O)n4c(nc3c2)CCC4)c1	-2.0%

Entries by screen from the entries so far:
L3MBTL1 inh, compounds 61 to 70: 0.9%, -29.2%, -23.5%, 5.1%, -3.6%, -4.1%, 7.0%, 4.1%, 6.2%, -2.0%

Later entries:
entry	compound	L3MBTL1 inh
71	CCN(CC)CCCN(Cc1cc2cc3c(cc2[nH]c1=O)OCO3)C(=S)NC	-3.0%
72	CNC(=S)N1C2CCCC1CC(NC(=O)c1ccc(F)cc1)C2 (centres undefined)	8.1%
73	CC(=O)Nc1ccc(S(=O)(=O)NNC(=O)c2ccc([N+](=O)[O-])cc2)cc1	-4.0%
74	COc1ccc(S(=O)(=O)Nc2cc(C)on2)cc1NC(C)=O	-1.0%
75	N#Cc1cccc(NC(=O)CSc2nnc(C3CC3)n2C2CC2)c1	1.3%
76	O=C(COC(=O)/C=C/c1ccco1)Nc1cc(S(=O)(=O)N2CCOCC2)ccc1Cl	-8.1%
77	O=C(Nc1ccc(Cl)cc1)c1cccc(NC2=NC3CS(=O)(=O)CC3S2)c1 (centres undefined)	0.0%
78	CCNc1ccc(C(=O)OCC(=O)Nc2cc(C)on2)cc1[N+](=O)[O-]	-5.3%
79	O=c1[nH]cc(S(=O)(=O)N2CCCc3ccccc32)c(=O)[nH]1	-2.8%
80	O=C(COC(=O)CNC(=O)C1CCCCC1)Nc1cc(C(F)(F)F)ccc1Cl	1.7%

The list goes on:
entry	compound	L3MBTL1 inh
81	O=C(Nc1cccc(O)c1)c1cccc(S(=O)(=O)Nc2cccc(O)c2)c1	-0.7%[2.29 µM]
82	Cc1ccc(S(=O)(=O)N2CCN(CC(=O)NC(C)c3ccccc3)CC2)cc1 (centres undefined)	2.6%
83	COCCN(C(=O)Cc1ccc(OC)c(OC)c1)c1nc(-c2cc(OC)ccc2OC)cs1	-3.2%
84	COc1ccc(O)c(C(=O)c2cnn(C(=O)c3ccc(C)cc3)c2)c1	-3.5%
85	COc1ccc(CCC(=O)N2CCN(S(=O)(=O)c3cccc(Cl)c3)CC2)cc1	-0.5%
86	Cc1cc(=O)oc2c3c(cc(OCC(=O)N[C@@H](Cc4ccccc4)C(=O)O)c12)OC(C)(C)CC3	3.5%
87	CSCCC(NC(=O)COc1ccccc1)C(=O)N1CCCC(C(F)(F)F)C1 (centres undefined)	1.9%
88	Cc1cccc(C(=O)Nc2nsc(N)n2)c1	-4.8%
89	Cc1cc(C)c(OCC(=O)OCC(=O)NNC(=O)c2ccccc2F)c(C)c1	-3.1%
90	COc1ccc2oc(C(=O)OCC(=O)N3CC(C)CC(C)C3)c(C)c2c1 (centres undefined)	-5.0%

Retrieved by compound from the entries so far:
entry	compound	L3MBTL1 inh
76	O=C(COC(=O)/C=C/c1ccco1)Nc1cc(S(=O)(=O)N2CCOCC2)ccc1Cl	-8.1%
38	COc1ccccc1N(C)S(=O)(=O)c1ccc(C(=O)Nc2ccc(C)cc2C)cc1	1.3%
58	O=C(OCC(=O)N1CCCCCC1)c1cccc(Cl)c1	1.4%
84	COc1ccc(O)c(C(=O)c2cnn(C(=O)c3ccc(C)cc3)c2)c1	-3.5%
82	Cc1ccc(S(=O)(=O)N2CCN(CC(=O)NC(C)c3ccccc3)CC2)cc1 (centres undefined)	2.6%
80	O=C(COC(=O)CNC(=O)C1CCCCC1)Nc1cc(C(F)(F)F)ccc1Cl	1.7%

The list continues.
entry	compound	L3MBTL1 inh
91	COc1ccc(NC(=O)CSc2ncccn2)cc1S(=O)(=O)N1CCCCC1	3.0%
92	O=C(COc1ccccc1F)NCC(c1ccc(F)cc1)N1CCOCC1 (centres undefined)	13.2%
93	CCOC(=O)N1CCN(C(=O)c2cccc(S(=O)(=O)Nc3ccc(Br)cc3)c2)CC1	13.8%
94	Cc1ccc(NC(=O)CN2CCN(C)CC2)cc1S(=O)(=O)N1CCOCC1	4.6%
95	Cc1ccc(C)c(OCC(O)CNC2CCCC2)c1 (centres undefined)	-1.0%
96	CCC1COCCS(=O)(=O)N1Cc1cccc(C(F)(F)F)c1 (centres undefined)	12.4%
97	C=C[C@@H]1c2cccc(C)c2N(S(=O)(=O)c2ccc(C)cc2)[C@H](c2ccccc2)C1(C#N)S(=O)(=O)c1ccccc1 (some centres undefined)	-6.9%
98	Cc1ccc(S(=O)(=O)N2[C@@H](c3cccc(C)c3)C(C(=O)O)=C[C@H]2C(C)(C)C)cc1	2.4%
99	CCOC(=O)[C@H]1[C@H]2COc3ccc(Br)cc3[C@@H]2N2C(=O)CN(Cc3ccco3)C(=O)[C@@]12C	-3.6%
100	CCSc1nc2sc3c(c2c(=O)n1-c1ccccc1)CCN(C)C3	-6.5%

The list continues.
entry	compound	L3MBTL1 inh
101	O=C(O)/C(=C\c1ccc(Cl)c([N+](=O)[O-])c1)c1ccc(S(=O)(=O)N2CCCC2)s1	-24.1%
102	COc1ccc2[nH]c(=O)c(CN(c3ccccc3OC)S(=O)(=O)c3ccccc3)cc2c1	-4.2%
103	CCN(C[C@H]1N[C@@](C)(C(=O)OC)[C@H]2C(=O)N(Cc3ccccc3)C(=O)[C@@H]12)C(=O)COC	3.9%
104	Cc1cc(C)n(-c2ccc(C(=O)OCC(=O)Nc3cc(S(C)(=O)=O)ccc3Cl)cc2)n1	1.2%
105	CCCCN1C[C@H](C)[C@@H](CC(=O)NCc2ccccc2)C1=O	0.2%
106	CCCNC(=S)N1CCN(c2nc(-c3ccc(C)cc3)cs2)CC1	-3.0%
107	CCOc1ccc2oc(C(=O)NCC(c3ccco3)N(C)C)c(C)c2c1 (centres undefined)	-8.2%
108	CN(Cc1ccccc1)c1ccc(C(CC(N)=O)NC(=O)c2ccccc2)cc1[N+](=O)[O-] (centres undefined)	-10.1%
109	COc1ccc(OC)c(S(=O)(=O)NCCCc2ccccc2)c1	0.2%
110	Cc1csc(=O)n1CC(=O)OCC(=O)Nc1ccc(Cl)cc1F	-3.9%
